SIRT5 inh – blocks human SIRT5 desuccinylation of peptide; Purified SirT5, succinyl-peptide AMC, trypsin-coupled fluorescence; inhibition, % at 15 µM; 330,000 compounds, 1.1% hits; AID 652115; in the data active means inhibition above about 15%; inconclusive means no clear call, values can overlap the other calls
DENV2 CPE rescue – DENV2-induced cell death inhibition | AID 651640 | 350,000 compounds, 1.7% hits | DENV2-infected cells, cytopathic effect rescue, plate reader | CPE inhibition, % at 9.99 µM; in the data active means CPE inhibition above about 20%, passing the limit was not always enough; inconclusive means no clear call, values can overlap the other calls; tested in BHK-21 cells;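 further: 0% = median of neutral control wells and 100% = median of positive control wells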
ERp5 block – inhibitors of human ERp5; Q15084; ERp5 insulin aggregation, absorbance 650 nm, 90 min; inhibition, % at 9.99 µM; 350,000 compounds, 0.05% hits; AID 651711;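 active means mean replicate inhibition above about 25%, with every replicate also reaching it, limit read from the data, passing the limit was not always enough; inconclusive means only one of those two criteria met; inactive means neither criterion met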
F508del corr – CFTR F508del correction in bronchial cells; AID 720511; CFBE cells, YFP halide quenching; stimulated with forskolin plus potentiator P3; % fluorescence drop versus neutral controls; activity (quench increase), % at 7.58 µM; 350,000 compounds, 0.36% hits;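 active means mean added fluorescence quench of at least 8% versus neutral control, with both replicates also reaching 8%; inconclusive means only one of the mean or replicate conditions met; inactive means mean below 8% and not both replicates reaching 8%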;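 further: cells transiently co-express mutant CFTR-F508del with the halide-sensitive YFP; corrector assay measuring rescue of mutant channel to the surface after 24 h compound exposure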
CASP6 VEID inh – caspase-6 (human) enzyme inhibition; P55212; purified caspase-6, Z-VEID-R110 cleavage fluorescence; inhibition, % at 12.5 µM; 350,000 compounds, 0.53% hits;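 active means mean inhibition across replicates at least about 35%, with every replicate also reaching that limit, limit read from the data; inconclusive means only one of the two criteria met; inactive means neither criterion met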;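 further: 0% = median of neutral control wells and 100% = no fluorescence left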
miR122 inh – inhibitors of miR-122 in Huh7 cells; 340,000 compounds, 0.3% hits; activation (reporter increase), % at 12.5 µM; AID 602342; Huh7 miR-122 Renilla luciferase sensor, 48 h; neutral wells = 0, positive control = 100;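 active means mean replicate activation score at least 90 and every replicate individually at or above 90; inconclusive means only one of the two criteria met; inactive means neither criterion met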;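 further: higher luciferase means less miR-122 activity so hits act as miR-122 inhibitors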
ERAP1 HTS inh – ERAP1 (human) enzyme inhibition; recombinant ERAP1, Leu-AMC fluorescence, 60 min; inhibition, % at 10.7 µM; 340,000 compounds, 0.15% hits; AID 652197;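 active means mean replicate inhibition of at least 30%, or all replicates individually reaching that 30% level; inactive means mean below 30% and not every replicate reaching it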;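 further: 0% = neutral control wells and 100% = L-leucinethiol positive control wells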
Target sequence (Q9NZ08 whole entry, looked up): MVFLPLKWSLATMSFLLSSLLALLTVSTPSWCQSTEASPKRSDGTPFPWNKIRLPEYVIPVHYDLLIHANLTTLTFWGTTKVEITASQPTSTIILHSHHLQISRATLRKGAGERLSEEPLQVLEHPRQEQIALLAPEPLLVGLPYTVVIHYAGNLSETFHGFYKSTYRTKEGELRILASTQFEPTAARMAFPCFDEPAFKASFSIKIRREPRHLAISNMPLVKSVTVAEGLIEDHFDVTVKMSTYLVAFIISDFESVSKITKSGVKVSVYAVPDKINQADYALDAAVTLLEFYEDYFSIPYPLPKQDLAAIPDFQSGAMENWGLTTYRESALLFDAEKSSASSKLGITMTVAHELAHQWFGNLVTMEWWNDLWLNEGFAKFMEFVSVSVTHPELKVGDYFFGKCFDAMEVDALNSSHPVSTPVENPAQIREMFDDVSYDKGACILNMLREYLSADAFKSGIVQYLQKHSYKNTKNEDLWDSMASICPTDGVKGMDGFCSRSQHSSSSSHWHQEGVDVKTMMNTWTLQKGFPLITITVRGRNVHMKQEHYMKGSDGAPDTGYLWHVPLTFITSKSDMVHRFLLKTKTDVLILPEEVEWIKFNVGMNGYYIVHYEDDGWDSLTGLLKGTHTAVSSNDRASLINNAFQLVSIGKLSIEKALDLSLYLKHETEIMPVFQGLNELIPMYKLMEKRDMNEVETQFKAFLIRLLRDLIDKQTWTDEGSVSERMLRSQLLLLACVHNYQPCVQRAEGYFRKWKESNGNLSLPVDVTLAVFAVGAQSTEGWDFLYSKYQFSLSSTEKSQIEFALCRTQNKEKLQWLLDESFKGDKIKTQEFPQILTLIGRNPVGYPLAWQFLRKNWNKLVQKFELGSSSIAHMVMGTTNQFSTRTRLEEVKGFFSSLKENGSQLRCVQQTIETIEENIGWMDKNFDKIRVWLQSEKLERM
* marks the source's active call; other numbers are inactive results; ? = inconclusive; · = no result given; [ ] = dose if it differs, or a comment.

SMILES	SIRT5 inh	DENV2 CPE rescue	ERp5 block	F508del corr	CASP6 VEID inh	miR122 inh	ERAP1 HTS inh
CCOC(=O)CC/C(=N\NC(N)=O)c1ccc(OC)c(Cl)c1	2	-4	-2	0.1	-2	·	-2
O=C(Nc1ccc(C(F)(F)F)cc1)N[C@@H]1CC[C@@H](CCNC(=O)c2ccccc2F)O[C@@H]1CO	1	9	0	1.7	1	·	0
COc1ccccc1NS(=O)(=O)c1ccc2oc(SCC(C)=O)nc2c1	-1	-5	1	3.6	1	-1	-1
Cc1cccc(NC(=O)CCC2CCN(C(=O)c3ccc(C)s3)CC2)c1	-2	-6	-3	1.3	0	·	2
CN(C)C(=O)C[C@H]1CC[C@H](NC(=O)C2CCOCC2)[C@@H](CO)O1	-2	6	3	1.4	1	·	-1
O=C(Nc1nc2ccccc2s1)C1CCCO1 (stereo not given)	11	·	5	·	-1	-9	4
O=C(Nc1cccc(-c2csc(Nc3cccc(C(F)(F)F)c3)n2)c1)c1cc([N+](=O)[O-])cc(C(F)(F)F)c1	-2	10	3	2.6	-4	-4	5
O=C(NC(=S)NNC(=O)c1ccccc1O)c1ccc(F)cc1	1	-5	6	-3.4	9	0	2
Cc1ccc2nc(SCC(=O)NCCCN3CCCC3=O)[nH]c2c1	0	?	1	-4.5	0	·	-2
O=C(CSc1nc(=O)[nH]c2c1CCCC2)Nc1cc(C(F)(F)F)cc(C(F)(F)F)c1	2	?	-5	2.5	-1	-3	-5
CC(=O)c1cccc(NC(=O)c2csc3c2CCCCC3)c1	0	2	-6	·	-2	·	-2
O=C(c1cccc(F)c1)N1CC(=O)N2[C@H](CO)[C@H](c3ccc(C#Cc4ccc(F)cc4)cc3)[C@H]2C1	-3	1	7	6.4	1	·	0
C[C@@H]1CCCCO[C@H](CN(C)C(=O)c2ccccc2)[C@H](C)CN([C@@H](C)CO)C(=O)c2cc(NC(=O)C3CCCCC3)ccc2O1	-1	6	2	-3.1	-1	-10[16.7 µM]	0
CCS(=O)(=O)N1CCC2(CC1)CN(S(=O)(=O)c1ccc(C)cc1)[C@H](CO)c1[nH]c3cc(OC)ccc3c12	-1	2	0	-0.1	2	·	1
O=C1c2ccccc2C(c2nc3ccccc3[nH]2)N1c1ccccc1 (stereo not given)	-2	2	-1	2.3	0	3	-5
CC(C)(C)C(=O)Nc1cccc(-c2ncon2)c1	-2	1	1	0.9	1	2	3
CCC(=O)Nc1c2c(nn1-c1cccc(Cl)c1)CS(=O)(=O)C2	1	-2	-8	-0.1	7	-3	8
COc1ccccc1CNC(=O)CC1C(=O)NCCN1C1Cc2ccccc2C1 (stereo not given)	8	-3	5	-1.1	13	-3	-1
CCNc1ccccc1CP(=O)(c1ccccc1)c1ccccc1O (stereo not given)	-5	-3	2	-0.6	16	·	1
Cc1cc(NS(=O)(=O)c2ccc(NC(=O)Cc3ccccc3)cc2)nc(C)n1	2	-5	5	-1.2	-3	·	-2

By substructure: those above containing a halogen.
SMILES	SIRT5 inh	DENV2 CPE rescue	ERp5 block	F508del corr	CASP6 VEID inh	miR122 inh	ERAP1 HTS inh
CCOC(=O)CC/C(=N\NC(N)=O)c1ccc(OC)c(Cl)c1	2	-4	-2	0.1	-2	·	-2
O=C(Nc1ccc(C(F)(F)F)cc1)N[C@@H]1CC[C@@H](CCNC(=O)c2ccccc2F)O[C@@H]1CO	1	9	0	1.7	1	·	0
O=C(Nc1cccc(-c2csc(Nc3cccc(C(F)(F)F)c3)n2)c1)c1cc([N+](=O)[O-])cc(C(F)(F)F)c1	-2	10	3	2.6	-4	-4	5
O=C(NC(=S)NNC(=O)c1ccccc1O)c1ccc(F)cc1	1	-5	6	-3.4	9	0	2
O=C(CSc1nc(=O)[nH]c2c1CCCC2)Nc1cc(C(F)(F)F)cc(C(F)(F)F)c1	2	?	-5	2.5	-1	-3	-5
O=C(c1cccc(F)c1)N1CC(=O)N2[C@H](CO)[C@H](c3ccc(C#Cc4ccc(F)cc4)cc3)[C@H]2C1	-3	1	7	6.4	1	·	0
CCC(=O)Nc1c2c(nn1-c1cccc(Cl)c1)CS(=O)(=O)C2	1	-2	-8	-0.1	7	-3	8

Next records:
SMILES	SIRT5 inh	DENV2 CPE rescue	ERp5 block	F508del corr	CASP6 VEID inh	miR122 inh	ERAP1 HTS inh
O=C(Nc1ccccc1)Nc1ccc2ccccc2n1	0	9	5	-0.5	-2	-3	3
O=C(Nc1cccc(C(F)(F)F)c1)/C(=C\c1ccco1)NC(=O)c1cccs1	0	·	-12	-1.8	3	6	0
O=C(Nc1cccc2ccccc12)OCc1ccccc1	-4	?	5	0.8	-6	-9	-6
Cc1ccc(C)c(S(=O)(=O)c2c[nH]c(=S)[nH]c2=O)c1	-2	-2	-9	-0.5	1	0	1
O=C(NCc1cccs1)C1CCN(S(=O)(=O)c2cccc3cccnc23)CC1	·	-2	1	-0.1	2	14	·
CCS(=O)(=O)N1[C@H](CO)[C@@H](c2ccc(-c3cccc(F)c3)cc2)[C@@H]1C#N	-7	1	-1	1.5	3	·	0
CC(=NNc1cc(C)c2cc(C)ccc2n1)c1ccccn1	·	7	3	-2.6	-20	·	-4
Cc1ccccc1OCC(=O)NCCCNC(=O)c1ccncc1	-7	15	4	0.1	-4	·	-2
Cc1cccc(-c2cnc(C(O)c3ccc4ccccc4c3)[nH]2)c1 (stereo not given)	5	?	-1	-2.0	2	-1	-1
COC(=O)C1=C(C)N(Cc2ccccc2)C(=S)N[C@H]1c1cccc(F)c1	·	-10	-4	-1.0	·	·	-2
CCCC(=O)Nc1ccc(C(=O)COC(=O)C2=COCCO2)cc1	-1	6	1	2.1	1	·	3
CN(CCNS(=O)(=O)c1ccc2c(c1)oc(=O)n2C)Cc1ccccc1	-1	-5	-7	1.1	3	-10	5
CN(CC(=O)Nc1c(Cl)cccc1Cl)C(=O)c1ccccc1Cc1ccccc1	1	-12	-1	-1.1	0	·	-2
COc1ccc(OC)c2sc(NNC(=O)C3COc4ccccc4O3)nc12 (stereo not given)	0	1	-1	0.6	0	·	4
Cc1ccc(OCC(=O)NNC(=O)c2ccc3c(=O)n4c(nc3c2)CCC4)cc1	-7	-8	4	-0.8	7	·	4
CO[C@H]1CN(C)C(=O)c2ccc(NC(=O)Nc3cc(F)ccc3F)cc2OC[C@@H](C)N(C(=O)c2ccccn2)C[C@H]1C	·	38*	-5	-2.3	-1	·	-2
COc1ccc(CCNC(=O)C/C(C)=N/NC(=O)c2ccc(Cl)cc2Cl)cc1OC	0	3	-2	1.2	0	-5	-1
Cc1ccc(S(=O)(=O)c2c(C)cc(C)[nH]c2=O)cc1	-4	-3	4	0.2	-2	1	1
O=C(NC1CCCCC1)OC[C@@H]1CSCCS(=O)(=O)N1	-5	-15	-2	-2.1	-1	·	2
COc1cccc(CNc2ccc(S(=O)(=O)N3CCN(C)CC3)cn2)c1	-1	-3	6	0.4	-5	0	-3
CCc1cccc(C)c1NC(=S)NCC(c1cccnc1)N(C)C (stereo not given)	-1	-2	-4	-2.6	-2	·	-2
COc1ccccc1CN(C)C[C@@H]1OCc2cn(nn2)CCCC(=O)N([C@H](C)CO)C[C@H]1C	1	-1	2	-1.0	-2	0[16.7 µM]	-4
O=C(/C=C/c1ccc(Cl)c(Cl)c1)N1CCc2ccccc21	-3	-1	0	·	0	·	-4
COc1ccccc1CNC(=O)c1ccc(CS(=O)(=O)c2ccccc2C)o1	-6	?	-8	-0.3	-2	·	0
COC(=O)CCc1c(C)nc(N)[nH]c1=O	3	·	-4	·	-3	·	2
CN(Cc1ccccc1)S(=O)(=O)c1ccc(OCC(=O)NCc2cccnc2)cc1	1	2	3	-1.8	3	·	0
O=C(CN1CCc2ccccc2C1)Nc1ccccc1Cl	-3	4	3	-1.9	0	-9	0
Cc1ccc(Cc2c(-c3ccc(C#N)cc3)nc3ccc(C)cn23)cc1	1	4	-2	0.5	1	·	·
COc1cc(NC(=O)CSc2nncn2C)cc(OC)c1OC	-3	·	-3	-1.7	1	·	4
CCC(C)c1ccccc1N1CC(C(=O)Nc2ccc(C)c(S(=O)(=O)N3CCOCC3)c2)CC1=O (stereo not given)	0	-3	-2	1.7	1	·	3
CCCCCCCOc1ccc(-c2ccc(C#N)cn2)cc1	-3	-8	0	0.6	0	0	1
COCC#Cc1cnc2c(c1)C(=O)N([C@@H](C)CO)C[C@H](C)[C@H](CN(C)C(=O)Nc1c(C)noc1C)O2	0	-3	-1	0.9	0	3[16.7 µM]	-2
Cc1occc1C(=O)NNC(=S)NCc1ccccc1	-2	2	-2	·	-1	-9	-3
CCC1CCCCN1CCCNC(=O)CN1C(=O)COc2ccc(S(=O)(=O)N3CCC(C)CC3)cc21 (stereo not given)	-3	-6	·	-2.8	-11	3	-2
N#Cc1ccc(C(=O)N2CCN(S(=O)(=O)c3ccc(Br)s3)CC2)cc1	-1	3	1	-5.5	4	·	1
COc1ccccc1NC(=S)NCc1ccc2c(c1)OCO2	2	10	-4	·	-1	13	1
Cc1ccc(Cl)cc1NC(=S)N(Cc1cccs1)C1CCCC1	-3	?	0	0.6	9	-2	-2
CCCCc1cc(=O)oc2cc(OC(C)C(=O)NCCN3CCOCC3)ccc12 (stereo not given)	·	-10	4	0.0	-3	0	-1
COC(=O)COc1ccc(S(=O)(=O)NCc2cccnc2)cc1	·	·	-2	·	2	-8	1
Cc1cc(C(=O)OCC(=O)N2CCc3ccccc32)c(C)o1	-2	·	-2	·	-1	·	1
Cc1ccc(NC(=O)CN(C)C(=O)COC(=O)c2ccc(NC(=O)CC#N)cc2)cc1	-5	-8	-1	-0.2	-3	-2	1
C[C@@H]1CCCCO[C@H](CN(C)S(=O)(=O)c2ccc(Cl)cc2)[C@H](C)CN([C@H](C)CO)C(=O)c2cc(NS(C)(=O)=O)ccc2O1	10	14	0	-0.4	0	1[16.7 µM]	0
COc1ccc(C(C)(O)c2nc(-c3cccc(C(C)C)c3)cs2)cc1 (stereo not given)	-4	1	6	3.1	1	-5	0
Cc1noc(C)c1NC(=O)N[C@H]1CC[C@H](CCNC(=O)C2CCCC2)O[C@H]1CO	1	-11	-2	1.3	0	-4[16.7 µM]	1
CCCCCc1cc(=O)oc2c(C(CCN3CCCC(C)C3)c3ccc(OC)cc3)c(OC)cc(OC)c12 (stereo not given)	·	3	5	0.2	·	11	-2
CC(=O)N1[C@@H](CO)[C@@H](c2ccccc2)C12CN(C(=O)c1ccc3c(c1)OCO3)C2	5	-4	4	0.2	2	·	-4
Cc1ccc([C@@H]2C[C@H]3[C@@H](CN2S(=O)(=O)c2ccc(C)cc2)C(=O)C[C@@H](c2ccc(C)cc2)N3S(=O)(=O)c2ccc(Cl)cc2)cc1	0	18	0	-0.4	-1	-3	·
COC(=O)c1c(CC[C@@H](CO)NC(=O)N[C@@H](Cc2ccccc2)Cn2cc(C3(O)CCCC3)nn2)oc(C(=O)N2CCOCC2)c1C(=O)OC	-7	-2	-1	-0.8	1	·	-1
COc1ccc(-c2cc(Nc3ccccc3NC(=O)C(F)(F)F)n(CCC#N)n2)cc1	2	-6	2	-2.4	3	3	-2
COC(=O)c1ccc(C(=O)OC)c(NC(=O)CN(c2ccc3c(c2)OCO3)S(C)(=O)=O)c1	-5	7	-6	1.1	42*	-2	4
CC(=O)c1ccc(N2CCN(C(=O)Cc3n[nH]c(=O)c4ccccc34)CC2)cc1	16*	1	7	-1.2	-1	-4	-3
CCNCC(=O)N1c2ccccc2CCc2ccc(NC(=O)OC(C)C)cc21	-6	-10	9	1.6	-1	-3	8
O=C(CN1CCOCC1)N1CC(=O)N2[C@@H](CO)[C@H](c3ccc(-c4ccccc4)cc3)[C@@H]2C1	0	2	0	-3.7	0	·	0
Cc1cc(-c2ccc(C(C)C)c(S(=O)(=O)N3CC(=O)Nc4ccccc43)c2)on1	1	1	2	-0.8	1	0	3
COc1ccc(NC(=O)Nc2ccc3c(c2)C(=O)N([C@H](C)CO)C[C@@H](C)[C@H](CN(C)C(=O)Nc2ccc4c(c2)OCO4)OCCCC[C@@H](C)O3)cc1	0	-9	-3	0.2	1	-6[16.7 µM]	4
Cc1oc(-c2ccccc2)nc1C(=O)N1CCN(c2ccc(F)cc2)CC1	1	6	1	-5.9	3	-5	-3
